# NPSR antag: qHTS Assay for Antagonists of the Neuropeptide S Receptor: cAMP Signal Transduction; CHO-NPSR cells, cAMP TR-FRET, antagonist mode; Potency, µM (series often up to 38.3 µM), inactives show at the top dose activity change, negative = inhibition, usual class: inhibitors; 220,000 tested, 1% active; further: potency means the concentration at half of the fitted maximal effect; on the % scale 0 is the no-effect control and ±100 the full control effect; nearly all actives have a fitted effect of over 50% in size; many of its hits are not listed in these tables
# Target sequence (Q6W5P4 whole entry, looked up): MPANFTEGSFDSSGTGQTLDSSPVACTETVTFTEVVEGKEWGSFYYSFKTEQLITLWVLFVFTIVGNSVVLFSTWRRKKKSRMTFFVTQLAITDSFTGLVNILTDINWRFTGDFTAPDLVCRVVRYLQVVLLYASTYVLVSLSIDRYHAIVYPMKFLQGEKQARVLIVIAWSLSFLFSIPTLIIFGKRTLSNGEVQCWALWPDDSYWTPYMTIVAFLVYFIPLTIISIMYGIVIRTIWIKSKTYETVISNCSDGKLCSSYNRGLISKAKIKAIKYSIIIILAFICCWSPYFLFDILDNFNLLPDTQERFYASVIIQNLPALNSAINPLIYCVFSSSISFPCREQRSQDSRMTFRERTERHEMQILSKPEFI
# Epigenetic derep: Quantitative High-Throughput Screen for Regulators of Epigenetic Control. murine LDR cells, GFP reporter derepression, 30 h. Potency, µM (top dose mostly 53.9 µM), for inactives: at the top dose GFP activation, most hits filed as activators. 280,000 tested, 0.2% active. AID 1865, 2009; further: potency means the concentration at half of the fitted maximal effect; % of control where 0% means no effect; nearly all actives have a fitted effect of over 60% in size
#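 Reporter derepression read as number of fluorescent GFP-positive objects, 20-120 um in size, counted by laser-scanning cytometer. Mouse LDR line with an epigenetically silenced CMV-GFP locus; compound incubation 30 h, 37 C.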
# CBFb-RUNX1 inh: qHTS Assay for Compounds Blocking the Interaction Between CBF-beta and RUNX1 for the Treatment of Acute Myeloid Leukemia; Runt-related transcription factor 1 (Homo sapiens) + Core-binding factor subunit beta …; AlphaScreen CBFb-His/RUNX1-biotin binding, biochemical; Potency, µM (series often up to 59.8 µM), inactives show at the top dose activity, negative = inhibition, usual class: inhibitors; 230,000 tested, under 10 active; further: % of control where 0% means no effect
# Target sequence (Q01196 whole entry, looked up): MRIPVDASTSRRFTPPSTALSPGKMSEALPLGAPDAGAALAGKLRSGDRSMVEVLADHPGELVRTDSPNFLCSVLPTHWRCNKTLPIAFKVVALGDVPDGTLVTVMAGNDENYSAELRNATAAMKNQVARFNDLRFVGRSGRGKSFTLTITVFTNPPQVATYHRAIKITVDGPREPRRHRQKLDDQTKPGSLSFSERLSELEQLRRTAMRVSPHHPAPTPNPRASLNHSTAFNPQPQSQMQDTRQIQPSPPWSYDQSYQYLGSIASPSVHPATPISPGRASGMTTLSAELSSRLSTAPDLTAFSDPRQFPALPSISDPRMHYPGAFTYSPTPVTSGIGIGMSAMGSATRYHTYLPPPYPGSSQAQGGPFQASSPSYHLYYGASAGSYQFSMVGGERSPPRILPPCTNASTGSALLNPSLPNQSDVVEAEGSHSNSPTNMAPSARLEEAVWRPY
# Target sequence (Q13951 whole entry, looked up): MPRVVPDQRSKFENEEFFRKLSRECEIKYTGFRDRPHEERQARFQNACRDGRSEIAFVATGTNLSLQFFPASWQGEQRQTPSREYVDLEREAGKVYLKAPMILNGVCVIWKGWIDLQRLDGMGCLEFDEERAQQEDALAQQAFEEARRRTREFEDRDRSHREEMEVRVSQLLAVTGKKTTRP
#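 His-tagged CBF-beta and biotinylated RUNX1 (30 nM each) were premixed 20 min at room temperature, exposed to compound for 15 min, then given nickel-chelate and streptavidin AlphaScreen beads (50 ng each). After 90 min, AlphaScreen signal was read.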
# L3MBTL1 block: qHTS Assay for the Inhibitors of L3MBTL1; Potency, µM (top dose mostly 57.1 µM), for inactives: at the highest dose activity, negative = inhibition, usual class: inhibitors; 230,000 tested, 0.66% active; AlphaScreen L3MBTL1–H3K9me1 peptide binding; AID 485360, 2010; Lethal(3)malignant brain tumor-like protein 1 (Homo sapiens), Q9Y468; further: potency means the concentration at half of the fitted maximal effect; on the % scale 0 is the no-effect control and ±100 the full control effect; nearly all actives have a fitted effect of over 60% in size
#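 Displacement of a biotinylated histone H3(1-15) peptide monomethylated at Lys9 (75 nM) from L3MBTL1 (50 nM) was measured by AlphaScreen after a 30 min room-temperature compound incubation; cefsulodin titration served as intraplate control.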
# IMPase Li inh: qHTS Assay for Identifying the Cell-Membrane Permeable IMPase Inhibitors: Potentiation with Lithium; 210,000 tested, 0.35% active; Potency, µM (titrated, usually from 59.4 µM), without a hit: top-dose activity, negative = IMPase inhibition, most hits filed as inhibitors; CHO-M1 cells, IP1 TR-FRET (IP-One), carbachol + lithium;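 further: IP1 builds up when IMPase is blocked and the TR-FRET signal falls; potency means the concentration at half of the fitted maximal effect; plate controls were basal vehicle for no effect and high inhibitor control for full effect; nearly all actives have a fitted effect of over 50% in size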
#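 Lithium-sensitised IP1 accumulation assay; M1-expressing CHO cells treated 30 min at 37C with compound. Competitive antibody detection by time-resolved FRET followed a 10 min room-temperature lysis step.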
# HTT aggregate: qHTS Multiplex Assay to Identify Dual Action Probes in a Cell Model of Huntington: Aggregate Formation (GFP) | PC12 HttQ103-GFP aggregates, Acumen cytometry, 40 h | Potency, µM (doses to about 46.1 µM), without a hit: at the top dose activity change, negative = inhibition, usual class: inhibitors | 220,000 tested, 1.1% active | AID 1688, 2009; further: potency means the concentration at half of the fitted maximal effect; on the % scale 0 is the no-effect control and ±100 the full control effect; nearly all actives have a fitted effect of over 60% in size
#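 Compounds (qHTS titration) were added to PC12 cells expressing an ecdysone-driven HTT exon 1 Q103–GFP fusion after induction with 100 nM tebufenozide. Aggregate formation was measured as GFP objects in cell lysates.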
# KinaseGlo FLuc: Counterscreen for Luciferase (Kinase-Glo TM) Inhibition | Kinase-Glo luciferase, ATP luminescence, 8 min | 200,000 tested, 0.28% active | Potency, µM (doses to about 38.3 µM), without a hit: top-dose activity change, negative = inhibition, usual class: inhibitors | AID 1379, 2008; further: potency means the concentration at half of the fitted maximal effect; on the % scale 0 is the no-effect control and ±100 the full control effect; nearly all actives have a fitted effect of over 60% in size
#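 Light output from Kinase-Glo luciferase with luciferin and 10 uM ATP in 50 mM imidazole pH 7.2, KCl, MgCl2, Tween 20, BSA; compound pin-delivered, 8-min ambient incubation, then luminescence read.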
# An asterisk follows results filed as active; u = inconclusive; x = not tested or not shown; [ ] = remark or other dose. The call rests on the fitted dose curve; in most records, active means well fitted curve in the direction sought with a large enough effect; inconclusive means small, poorly fitted or top-dose-only effect, or another doubt; inactive means no such curve, though single readings can be large; an effect the other way counts as inactive or inconclusive.
molecule,NPSR antag,Epigenetic derep,CBFb-RUNX1 inh,L3MBTL1 block,IMPase Li inh,HTT aggregate,KinaseGlo FLuc
CCOc1c(C#N)c(C#N)c2nc(C)cc(C)n12,-2.7%[46.1 µM],2.4%,5.3%,4.8%,1.8%[38.3 µM],-25.3%,1.6%
O=C(c1cc(-c2ccccn2)nc2ccc(Br)cc12)N1CCc2ccccc2C1,u,-10.9%,10.6%,-10.1%,u,-8.4%,4.6%
O=S(=O)(c1ccc(F)cc1)N1CCN(c2ccc(-c3ccccc3)nn2)CC1,-1.4%,1.3%,7.7%,x,-28.1%,3.3%,0.8%
CCc1nnc(NC(=O)C2CCCN(S(=O)(=O)c3ccc(OC)cc3)C2)s1 (stereo unspecified),4.9%,-0.1%,1.1%,16.3%,5.1%,26.8%[9.22 µM],0.1%
C#CCSc1nnc(-c2ccccc2)c(=O)[nH]1,-4.1%[46.1 µM],-1.0%,0.9%,x,14.0%[38.3 µM],-6.8%,2.0%
O=c1[nH]c2ccc(NC(=S)Nc3ccccc3)cc2[nH]1,13.8%,0.0%,6.5%,x,-7.4%,-10.4%,x
CCOC(=O)c1c(NC(=O)c2ccoc2C)sc(C)c1C,3.0%[46.1 µM],-1.0%,-0.4%,x,39.9%[38.3 µM],3.9%,-3.6%
COc1ccccc1C(=O)NC(=S)Nc1ccc(NC(=O)c2ccco2)cc1,11.0%,2.6%,-3.9%,-2.4%,13.4%,4.4%[9.22 µM],-1.4%
Cc1ccccc1C(=O)NC1CCN(C(=O)N2CCOCC2)CC1,15.7%,1.0%,2.7%,-18.1%[11.4 µM],3.6%,3.6%,4.2%
O=[N+]([O-])c1ccc(C2CC(c3ccccc3)=Nc3ccccc3S2)cc1 (stereo unspecified),40.8%,0.1%,-29.5%,u,x,13.9%[9.22 µM],x

# Additional structures follow.
molecule,NPSR antag,Epigenetic derep,CBFb-RUNX1 inh,L3MBTL1 block,IMPase Li inh,HTT aggregate,KinaseGlo FLuc
O=C(c1c(F)c(F)c(F)c(F)c1F)N1CCN(c2cccc(C(F)(F)F)c2)CC1,u,-1.0%,5.9%,u,21.5%[38.3 µM],u,2.8%
COc1ccc(C(=O)CSc2nnnn2C)c(OC)c1,-1.4%,-0.1%,-0.1%,4.5%,1.7%,2.4%[9.22 µM],-4.3%
CN(NC(=O)C(C)(C)C)c1nc(-c2ccccc2)nnc1C(F)(F)F,-10.3%[46.1 µM],3.7%,-2.4%,x,28.4%[38.3 µM],4.4%,-5.2%
CCO[C@H]1OC(C(=O)O)=C[C@@H](C2CCCCC2)[C@@H]1CCCO,-9.1%,0.0%,16.1%,5.0%,-6.5%,5.6%[9.22 µM],x
Cc1ccc(C)c(N2CCN(C(=O)C(Cc3ccccc3)n3cccc3)CC2)c1 (stereo unspecified),-15.6%[46.1 µM],-1.1%,-5.0%,x,19.8%[38.3 µM],u,-0.2%
CCCc1nnc(NC(=O)C(=O)NCCN(CC)CC)s1,-20.4%,-0.3%,-7.6%,0.7%,x,-8.2%[9.22 µM],x
Cc1ccc(C)c(NC(=S)NC(NC(=O)/C=C/c2ccccc2)C(Cl)(Cl)Cl)c1 (stereo unspecified),-1.8%[46.1 µM],-1.2%,2.9%,-2.1%,9.6%[38.3 µM],u,-4.5%
c1ccc(CN2CCOCCOCCOCCOCC2)cc1,-17.5%,0.1%,-11.9%,13.9%,x,-13.4%[9.22 µM],x
N#CC1=C(SCC(=O)NC2CC2)NC(=O)C(C#N)C12CCCCC2 (stereo unspecified),-6.3%[46.1 µM],-4.4%,-10.1%,-5.2%,-4.3%[38.3 µM],-12.5%,-0.2%
CC1CCN(c2nc3c(c(=O)[nH]c(=O)n3C)n2CC(C)CSc2nnnn2-c2ccccc2)CC1 (stereo unspecified),4.0%,1.0%,5.7%,3.8%,9.9%,u,-1.9%

# Remaining list, next part:
molecule,NPSR antag,Epigenetic derep,CBFb-RUNX1 inh,L3MBTL1 block,IMPase Li inh,HTT aggregate,KinaseGlo FLuc
O=C(O)CCC(=O)NCc1ccc(F)cc1,-4.5%[46.1 µM],6.1%,4.4%,x,14.1%[38.3 µM],u,-4.1%
CCNC(=S)N1CCc2ccccc2C1,-8.0%,1.6%,6.7%,3.5%,12.3%,21.8%[9.22 µM],-1.3%
CCCn1c(SCC(=O)N(CC)CC)nnc1-c1ccncc1,9.3%,0.9%,-6.9%,x,0.8%,-1.9%,0.2%
O=C(Nc1ccccc1N1CCOCC1)c1ccc(N2CCOCC2)c([N+](=O)[O-])c1,-4.5%,-0.4%,-20.4%,-11.2%,12.9%,20.0%,2.2%
COC(=O)c1ccc(C(C2C(=O)CC(C)(C)CC2=O)C2C(=O)CC(C)(C)CC2=O)cc1,-2.3%,-5.5%,-5.0%,-1.2%,x,2.6%[9.22 µM],x
Cc1ccc(SCCC(=O)OCC(=O)Nc2ccc(S(N)(=O)=O)cc2)cc1,-26.5%,2.5%,1.9%,u,x,-12.4%[9.22 µM],x
CCOC(=O)c1c(C)[nH]c(C(=O)CN2CC(C)OC(C)C2)c1C (stereo unspecified),-4.5%[46.1 µM],0.0%,0.4%,-1.1%,0.8%[38.3 µM],6.6%,-0.6%
CCS(=O)(=O)NCC(c1cccnc1)N1CCN(c2ccccc2OC)CC1 (stereo unspecified),-8.8%[46.1 µM],2.6%,7.9%,2.1%,21.2%[38.3 µM],-5.8%,-2.5%
Cn1cc(C(=O)NCCN2CCN(c3cccc(Cl)c3)CC2)c2c3ccccc3n(C)c2c1=O,-5.8%[46.1 µM],-1.1%,-4.2%,x,-5.0%[38.3 µM],0.2%,6.1%
COc1ccc(S(=O)(=O)n2ccc(-c3ccc(OCCN(C)c4ccccn4)cc3)n2)cc1,-20.4%[46.1 µM],1.0%,-7.1%,-0.8%,3.5%[38.3 µM],-7.9%,-2.5%

# The listing continues.
molecule,NPSR antag,Epigenetic derep,CBFb-RUNX1 inh,L3MBTL1 block,IMPase Li inh,HTT aggregate,KinaseGlo FLuc
CCOCC(=O)Nc1ccc([N+](=O)[O-])cc1C,13.6%,0.0%,7.9%,-15.7%,2.1%,17.1%,-2.2%
COc1cccc(CNC2CCCc3ccccc32)c1OC (stereo unspecified),10.1%,4.8%,6.0%,x,11.6%,-16.0%,-3.0%
CC(=O)Nc1ccc(S(=O)(=O)Nc2nc3ccccc3nc2-n2ccc(=NC(=O)c3ccccc3)cc2)cc1,8.4%,5.6%,-3.4%,x,x,-2.7%[9.22 µM],x
CN(C)C1C(=O)c2ccccc2C1=O,2.0%,-0.9%,11.5%,1.9%,4.1%,28.6%,-1.6%
Cc1cc(=O)[nH]c(SCC(=O)Nc2nc(-c3ccccc3)cs2)n1,-6.0%[46.1 µM],-1.0%,1.2%,-6.8%,-6.1%[38.3 µM],-9.6%,-2.0%
Cc1ccc2cc(/C=C/C(=O)c3ccco3)c(Cl)nc2c1,-26.1%,-1.4%,3.8%,x,x,-10.2%[9.22 µM],x
C=CCOC(=O)/C(=C/c1ccco1)NC(=O)/C=C/c1ccccc1,-24.6%[46.1 µM],-1.0%,-1.3%,x,51.1%[activator][38.3 µM],10.3%,-3.1%
Cc1cc(N2CCC(C)CC2)nc(NCc2ccccc2)n1,-37.1%,3.4%,-5.8%,-8.0%,9.0%,-22.3%,-4.4%
Cc1cc(OCCN2CC(C)OC(C)C2)ccc1[N+](=O)[O-] (stereo unspecified),-8.2%[46.1 µM],-0.9%,1.2%,3.2%,1.4%[38.3 µM],7.3%,6.2%
N#Cc1c(-c2ccccc2)[nH]c(=O)[nH]c1=O,14.7%,1.1%,0.4%,-10.5%,-3.5%,13.6%,0.0%

# Following part
molecule,NPSR antag,Epigenetic derep,CBFb-RUNX1 inh,L3MBTL1 block,IMPase Li inh,HTT aggregate,KinaseGlo FLuc
Cc1oc(-c2ccc(Cl)cc2)nc1CN1CCC(C(=O)NCc2cccnc2)CC1,-8.9%[46.1 µM],-1.1%,-1.7%,36.7%[activator],2.7%[38.3 µM],u,-4.0%
CC(=O)c1cccc(NC(=S)NC(=O)c2ccc(C)cc2Cl)c1,-10.4%,-5.1%,2.3%,-12.8%,17.6%,-21.6%[9.22 µM],-1.9%
NS(=O)(=O)c1cccc(NC(=O)CSc2nc3ccc(Cl)cc3[nH]2)c1,-1.0%,3.9%,29.1%,7.4%,-1.7%,0.3%,4.2%
Cc1nn2c(C)nc3sc4c(c3c2nc1=O)CC(C)(C)OC4,-5.3%[46.1 µM],0.9%,-4.8%,9.5%,-4.0%[38.3 µM],-3.4%,1.7%
O=Cc1ccc(Oc2cc(-c3ccccc3)nc(-c3ccccc3)n2)cc1,-34.2%,0.0%,1.3%,12.0%,-10.2%,6.0%,-0.2%
CC(c1ccccc1)n1c(Cn2ncc3ccccc3c2=O)n[nH]c1=S (stereo unspecified),-8.1%,-1.5%,6.7%,-7.1%,6.7%,8.5%,-2.2%
O=C(Nc1cccc(F)c1)OC(CN1CCCCC1)C(F)(F)F (stereo unspecified),-7.9%[46.1 µM],-1.1%,1.6%,5.4%,4.8%[38.3 µM],6.8%,0.0%
CCN(C(=O)c1ccc(NC(C)=O)cc1)c1ccccc1,-7.0%[46.1 µM],1.0%,1.2%,x,34.7%[activator][38.3 µM],1.4%,-2.3%
O=C(NCc1ccccn1)C(=O)NCC(c1ccco1)N1CCOCC1 (stereo unspecified),-18.5%,-0.5%,-12.4%,u,-5.4%,14.0%,2.9%
CCC(=O)N1CCN(c2ccc(NC(=O)c3ccc([N+](=O)[O-])o3)cc2Cl)CC1,5.01µM*,u,5.9%,-23.4%,29.3%,20µM*,-1.0%
O=c1ccn(-c2cccc(C(F)(F)F)c2)nc1-c1ccn(-c2cccc(Cl)c2)n1,-25.0%[46.1 µM],-0.2%,3.9%,-1.6%,-10.2%[38.3 µM],-20.7%,-1.8%
CC(C)=CCN1CCN(Cc2cn[nH]c2C2CCCCC2)CC1CCO (stereo unspecified),-2.0%,-1.8%,13.6%,2.0%,7.0%,-1.4%,5.8%
CCOC(=O)c1cnc2c(c(C)nn2CC)c1NC1CC1,26.5%,-3.2%,11.7%,8.8%,4.4%,12.6%,0.2%

# Look-ups from above.
# O=Cc1ccc(Oc2cc(-c3ccccc3)nc(-c3ccccc3)n2)cc1 @ Epigenetic derep: 0.0%
# CC(=O)Nc1ccc(S(=O)(=O)Nc2nc3ccccc3nc2-n2ccc(=NC(=O)c3ccccc3)cc2)cc1 @ Epigenetic derep: 5.6%

# A portion of the library, so the mix of outcomes need not match the whole.
